APP 5UTR inh: APP translation inhibition; SH-SY5Y APP 5'UTR-luciferase reporter, luminescence; inhibition, % at 2 µM; 190,000 compounds, 0.82% hits; AID 1285;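 active = inhibition above a set limit, derived from the sample mean plus 3 SD, cut at about 45% in these data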; also: values of inactives mirror those of a sister screen read the other way
Diaph act CS: activates diaphorase or chemically reduces, flagging diaphorase assay artifacts; Diaphorase/resazurin coupled assay, resorufin fluorescence, 16 min; stronger effect = higher value; 1 = vehicle wells, 0 = NADH-free wells; activation factor at 20 µM; 190,000 compounds, 0.005% hits; AID 1229;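 active = diaphorase activity raised at least twofold by the compound at 20 µM; inactive = activation factor below 2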
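Material: purified diaphorase enzyme from Clostridium kluyveri; Also added: 0.114 mM NADH and 0.1 mM resazurin, final amounts; Doses: single compound dose of 20 µM, 1% DMSO final; Times: 16 min enzyme reaction, ambient temperature; Detection: resorufin fluorescence, excitation 544 nm, emission 590 nm; Measure: increased resorufin signal from activators or reducing compounds.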
FLuc stim CS: firefly luciferase counter-screen for stimulation assays | P08659 | ATPlite luciferase biochemical, luminescence, 10 min; 0 = ATP-free wells, 1 = DMSO control | activation factor at 10 µM | 200,000 tested, under 10 active | AID 1027;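 active = luciferase activation factor, scaled between plate controls, of at least 2 with compound at 10 µM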
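Material: Luciferase/luciferin reagent mix | Doses: Test compounds dosed from 2 mM stocks in 100% DMSO | Timing: 10 min incubation after luciferase reagent addition, room temperature | Measured by: Luminescence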
STAT1 act: activators of IFN-gamma induced STAT1 signaling. NIH 3T3 STAT1-luciferase reporter, luminescence; 100% = IFN-gamma alone, no compound. activation (% of control), % at 5.5 µM. 200,000 compounds, 2.6% hits;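 active = activation above the screen-wide mean activation plus 3 SD, cut at about 130% in these data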;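 also: raw ratio to IFN-gamma control signal so 100% means no change and 0% no light; values of inactives mirror those of a sister screen read the other way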
APP 5'UTR act: activates APP 5'UTR luciferase reporter | SH-SY5Y APP 5'UTR luciferase reporter, luminescence; zero percent = DMSO vehicle wells | activation, % at 2 µM | 190,000 compounds, 1% hits | AID 1276;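 active = activation above a set limit, based on mean plus 3 SD of controls, cut at about 140% in these data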; also: values of inactives mirror those of a sister screen read the other way
G6PDH counter: L. mesenteroides G6PDH inhibition counter-screen; Purified L. mesenteroides G6PDH, diaphorase/resazurin coupled fluorescence, 45 min; inhibition, % at 5 µM; 200,000 compounds, 0.12% hits; in the data active = inhibition above about 50%
Diaphorase inh: inhibits diaphorase or chemically oxidizes, flagging diaphorase assay artifacts | diaphorase resazurin-to-resorufin fluorescence, NADH, 16 min; bacterial (C. kluyveri) enzyme, not human | inhibition, % at 20 µM | 190,000 compounds, 0.69% hits | AID 1217;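 active = primary screen inhibition at 20 µM above a set limit, cut at about 50% in these data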;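 also: plate controls were DMSO with full reaction for no effect and wells lacking NADH for full effect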
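Test system: Clostridium kluyveri diaphorase enzyme / Quantity: diaphorase at 0.14 U/mL in enzyme working solution / Incubation: 16-min room-temperature incubation before reading / Benchmarks: NADH-free wells as positive control, DMSO-only neutral wells / Signal: resorufin fluorescence 544/590 nm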
TLR4 MyD88 comp: inhibitors of human TLR4-MyD88 binding | O00206+Q99836 | AID 861 | 200,000 compounds, 0.18% hits | HeLa CL3-4 TLR4/MyD88 BLA complementation, FRET ratio | inhibition, % at 8.4 µM; in the data active = inhibition above about 25%;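 also: 0% = vehicle and 100% = reference inhibitor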
Target sequence (O00206 whole entry, looked up): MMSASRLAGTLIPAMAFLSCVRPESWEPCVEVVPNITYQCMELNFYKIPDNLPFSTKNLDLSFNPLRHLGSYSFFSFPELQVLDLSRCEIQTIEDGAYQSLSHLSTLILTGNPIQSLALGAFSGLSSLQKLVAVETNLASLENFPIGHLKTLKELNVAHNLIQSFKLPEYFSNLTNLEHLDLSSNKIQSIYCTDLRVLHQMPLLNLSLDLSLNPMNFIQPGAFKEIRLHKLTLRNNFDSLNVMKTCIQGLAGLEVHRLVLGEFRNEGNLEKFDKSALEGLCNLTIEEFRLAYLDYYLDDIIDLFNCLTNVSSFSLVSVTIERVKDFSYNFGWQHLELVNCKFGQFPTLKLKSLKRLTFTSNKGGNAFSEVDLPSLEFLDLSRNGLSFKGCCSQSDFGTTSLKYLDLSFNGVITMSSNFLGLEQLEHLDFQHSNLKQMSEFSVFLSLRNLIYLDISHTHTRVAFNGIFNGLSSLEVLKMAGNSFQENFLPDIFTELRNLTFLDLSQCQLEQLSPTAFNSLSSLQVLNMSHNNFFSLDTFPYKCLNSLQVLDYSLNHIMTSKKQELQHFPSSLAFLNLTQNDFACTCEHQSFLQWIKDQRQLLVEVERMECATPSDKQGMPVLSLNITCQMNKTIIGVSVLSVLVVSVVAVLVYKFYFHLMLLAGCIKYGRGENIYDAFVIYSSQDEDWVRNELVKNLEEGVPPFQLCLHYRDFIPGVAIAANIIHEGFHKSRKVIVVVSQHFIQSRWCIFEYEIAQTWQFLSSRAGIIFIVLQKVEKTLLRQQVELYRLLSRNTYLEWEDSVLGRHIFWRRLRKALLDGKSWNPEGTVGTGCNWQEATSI
Target sequence (Q99836 whole entry, looked up): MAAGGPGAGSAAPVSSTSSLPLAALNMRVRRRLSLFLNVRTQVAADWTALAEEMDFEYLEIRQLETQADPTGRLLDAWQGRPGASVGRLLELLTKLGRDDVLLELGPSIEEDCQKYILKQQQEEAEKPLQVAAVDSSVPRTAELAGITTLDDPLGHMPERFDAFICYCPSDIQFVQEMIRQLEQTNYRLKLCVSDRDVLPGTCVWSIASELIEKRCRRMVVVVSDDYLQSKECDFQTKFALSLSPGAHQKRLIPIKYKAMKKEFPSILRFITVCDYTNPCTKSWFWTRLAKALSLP
NF-kB expr up: NF-kB expression increase, human neuronal cells. NF-kB reporter expression; stronger effect = higher value. fold change at 12.5 µM. 190,000 compounds, 1.6% hits. AID 1239; in the data active = fold change above about 3.3
FLuc inh counter: Photinus pyralis luciferase inhibition counter-screen; inhibition, % at 10 µM; 200,000 compounds, 1.5% hits; ATPLite firefly luciferase biochemical luminescence, 10 min; P08659;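 active = inhibition above about 50% when tested at 10 µM, limit read from the data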
* marks the source's active call; other numbers are inactive results; x = no result given.

SMILES | APP 5UTR inh | Diaph act CS | FLuc stim CS | STAT1 act | APP 5'UTR act | G6PDH counter | Diaphorase inh | TLR4 MyD88 comp | NF-kB expr up | FLuc inh counter
O=C(Nc1cccnc1)c1ccc(S(=O)(=O)N2CCCCCC2)cc1 | 3 | 0.9 | 1 | 94 | -3 | -1 | 5 | -2 | 1.1 | -4
Cc1c(NS(=O)(=O)c2ccc(Cl)c(C(=O)OC(C)C(=O)N3CCOCC3)c2)c(=O)n(-c2ccccc2)n1C (stereo unspecified) | -14 | 0.9 | 1 | 101 | 14 | 3 | 7 | -5 | 1.1 | -3
O=S(=O)(c1ccc(Cl)cc1)N1CCC(O)(c2cccnc2)CC1 | -3 | 1 | 1 | 97 | 3 | -2 | -3 | -9 | 0.77 | -1
C/C(N)=C(/C#N)C(=O)COC(=O)c1cc(-c2ccccc2)nc2ccc(Br)cc12 | -14 | 0.9 | 1 | 102 | 14 | 6 | 10 | -5 | x | -4
COc1ccc(N2CCN(c3ccc(Cl)nn3)CC2)cc1 | -14 | 1 | 0.9 | 108 | 14 | 0 | 2 | -7 | 1.6 | 10
N/C(=N\c1nc2c(c(=O)[nH]1)CCC2)Nc1ccccc1 | -25 | 0.9 | 1 | 99 | 25 | 7 | 8 | -5 | 0.97 | -4
CC(NC(=O)COC(=O)CCc1ccc(S(=O)(=O)N2CCOCC2)cc1)C1CC2CCC1C2 (stereo unspecified) | -20 | 0.9 | 1 | 96 | 20 | 12 | 9 | -6 | 1.1 | -4
COC(=O)c1[nH]c2cc(OC)c(OC)cc2c1NC(=O)c1cccc(OC)c1 | 0 | 1 | 0.6 | 100 | 0 | 7 | 2 | -7 | 0.87 | 38
CCOCc1cc(C2NC(=O)NC(C)=C2C(=O)OCC)ccc1OC (stereo unspecified) | -7 | 0.9 | 1 | 104 | 7 | -1 | 6 | -7 | 1.8 | -2
CC(=O)Nc1ccc(NC(=O)C2CCCCC2C(=O)O)cc1 (stereo unspecified) | 15 | 1 | 1 | 110 | -15 | 3 | 2 | -3 | 1 | 2
Cc1ccc(C)c(S(=O)(=O)NC(CCC(N)=O)C(=O)O)c1 (stereo unspecified) | 12 | 0.9 | 1.1 | 104 | -12 | 6 | 7 | -1 | x | -8
Cc1nc(/C=[N+](\[O-])C(C)(C)/C=N/O)n(O)c1C | -10 | 0.9 | 1 | 94 | 10 | 0 | 9 | -7 | 1.3 | -3
CNCC(O)CN1CCN(c2ccccc2OC)CC1 (stereo unspecified) | -8 | 1 | 1.1 | 99 | 8 | 3 | -1 | 6 | 1.1 | -7
COc1ccc(OC(C)C(=O)N2CC(C)OC(C)C2)cc1 (stereo unspecified) | -2 | 0.8 | 1 | 96 | 2 | -6 | 17 | -5 | 1.1 | -3
Cc1ccc(CNC(=O)CSCc2ccccc2F)cc1 | -3 | 1 | 1 | 105 | 3 | 1 | 4 | 4 | 1.6 | 4
Cn1cccc1C(C#N)c1cccc(F)c1C#N (stereo unspecified) | 1 | 1 | 1 | 94 | -1 | 3 | 0 | 4 | 2.2 | -3
CCOc1nc(NCCO)nc(Nc2cc(Cl)ccc2OC)n1 | 8 | 0.9 | 1.1 | 106 | -8 | 5 | 10 | 0 | 1.5 | -7
Cc1ccccc1CS(=O)(=O)Cc1ccc(C(=O)NCCCN2CC(C)CC(C)C2)o1 (stereo unspecified) | -17 | 1 | 1.1 | 100 | 17 | 5 | 5 | -3 | 0.84 | -9
O=C(NCCc1cn2ccsc2n1)C1CCCCC1 | 10 | 0.9 | 1 | 101 | -10 | -7 | 7 | -1 | 1.2 | -3
Cc1ccc(NS(=O)(=O)c2ccc3[nH]c(=O)[nH]c3c2)c(C)c1 | -8 | 0.8 | 1 | 97 | 8 | 8 | 21 | -4 | 0.98 | -1

Shown as comma-separated lines: part of the list above
SMILES,APP 5UTR inh,Diaph act CS,FLuc stim CS,STAT1 act,APP 5'UTR act,G6PDH counter,Diaphorase inh,TLR4 MyD88 comp,NF-kB expr up,FLuc inh counter
CNCC(O)CN1CCN(c2ccccc2OC)CC1 (stereo unspecified),-8,1,1.1,99,8,3,-1,6,1.1,-7
COc1ccc(OC(C)C(=O)N2CC(C)OC(C)C2)cc1 (stereo unspecified),-2,0.8,1,96,2,-6,17,-5,1.1,-3
Cc1ccc(CNC(=O)CSCc2ccccc2F)cc1,-3,1,1,105,3,1,4,4,1.6,4
Cn1cccc1C(C#N)c1cccc(F)c1C#N (stereo unspecified),1,1,1,94,-1,3,0,4,2.2,-3
CCOc1nc(NCCO)nc(Nc2cc(Cl)ccc2OC)n1,8,0.9,1.1,106,-8,5,10,0,1.5,-7
Cc1ccccc1CS(=O)(=O)Cc1ccc(C(=O)NCCCN2CC(C)CC(C)C2)o1 (stereo unspecified),-17,1,1.1,100,17,5,5,-3,0.84,-9
O=C(NCCc1cn2ccsc2n1)C1CCCCC1,10,0.9,1,101,-10,-7,7,-1,1.2,-3

(list continues)
SMILES | APP 5UTR inh | Diaph act CS | FLuc stim CS | STAT1 act | APP 5'UTR act | G6PDH counter | Diaphorase inh | TLR4 MyD88 comp | NF-kB expr up | FLuc inh counter
Cc1ccc(S(=O)(=O)Nc2ccccc2CNc2ncc(Br)cc2Br)cc1 | -7 | 0.8 | 1.1 | 98 | 7 | 1 | 23 | -7 | 0.7 | -7
CCC1NC(=S)NC(C)=C1C(=O)c1ccccc1 (stereo unspecified) | -9 | 1 | 1 | 93 | 9 | 3 | 4 | -8 | 1.4 | -2
O=C(CSc1ncccn1)NN=C1CCCCCCC1 | -1 | 1 | 1.1 | 109 | 1 | 5 | 1 | -5 | 1.2 | -6
CCc1[nH]nc2c1C1(CCOC1C)C(C#N)=C(N)O2 (stereo unspecified) | -17 | 0.9 | 1 | 106 | 17 | 2 | 12 | -6 | 1.3 | -4
COC(=O)C1=C(C)NC=C([N+](=O)[O-])C1c1ccc(OC)cc1 (stereo unspecified) | -23 | 0.8 | 1 | 103 | 23 | 3 | 19 | -10 | 0.81 | 2
Cc1ccc2sc(N(CCCN(C)C)C(=O)c3ccc(Br)s3)nc2c1C | 3 | 1.2 | 1 | 99 | -3 | -8 | -23 | 14 | 1 | -2
CCN(CC)CCN1C(=O)c2oc3ccccc3c(=O)c2C1c1ccc(F)cc1 (stereo unspecified) | -12 | 1 | 1.1 | 105 | 12 | 13 | 3 | -4 | 1.3 | -6
O=c1[nH]c2ccc(S(=O)(=O)NCCO)cc2[nH]1 | -10 | 1 | 1.1 | 104 | 10 | 16 | 0 | 8 | 0.94 | -8
C#CCOc1nc(OCC#C)nc(OCC#C)n1 | -1 | 0.8 | 1 | 95 | 1 | 3 | 16 | 2 | 1.1 | -4
COc1cccc2cc(C(=O)NCC3CCCO3)c(=O)oc12 (stereo unspecified) | -9 | 1 | 0.9 | 106 | 9 | 7 | 3 | -7 | 2.3 | 8
Oc1[nH]c2c(Cl)cc(Cl)cc2c1N=NC(=S)NCC1CCCO1 (stereo unspecified) | 37 | 0.8 | 1 | 102 | -37 | -22 | 17 | 4 | 0.73 | -3
Cc1[nH]nc2c1C(c1ccsc1)C(C#N)=C(N)O2 (stereo unspecified) | -8 | 0.8 | 1.1 | 88 | 8 | 0 | 19 | -5 | 1.1 | -5
C=CCN1CC(O)=C(c2ccccc2)C1=N | -14 | 1.1 | 1 | 101 | 14 | 9 | -8 | 9 | 0.98 | -3
Cc1ccc(NC(=O)C2C(c3ccccc3)C2(Cl)Cl)c(C)c1 (stereo unspecified) | -18 | 0.8 | 1 | 98 | 18 | 11 | 24 | -11 | 0.73 | -4
CCOC(=O)c1cnn(CCOC(=O)c2ccc(OC)cc2)c1NC(=O)c1ccc(OC)cc1 | 2 | 0.9 | 1 | 100 | -2 | -4 | 6 | -6 | 0.99 | 0
COc1ccc(C(=O)NN)cc1COc1ccc(Br)cc1 | 14 | 0.9 | 1 | 100 | -14 | 3 | 9 | 6 | 0.85 | -4
CCOC(=O)c1sc(C)c2c1NC1(CCCCCC1)NC2=O | 1 | 0.8 | 1.1 | 96 | -1 | 0 | 17 | -3 | 1.2 | -8
COc1ccc(-c2cc3nc(C)cc(C)n3n2)cc1 | -112 | 0.9 | 0.5 | 135* | 112 | -2 | 11 | 6 | 3.6* | 49
CCN(CC)C(=O)CSc1nc2c(sc(=S)n2-c2ccccc2)c(=O)[nH]1 | -5 | 0.3 | 1 | 92 | 5 | 2 | 69* | -1 | 1 | -1
COc1ccc2cc3cc(C(=O)NCCN4CCN(c5ccccc5F)CC4)oc3nc2c1 | 5 | 0.9 | 1 | 100 | -5 | 12 | 8 | -8 | 0.59 | -4
CC1=CCC[C@@H]2[C@@](C)(CC/C(C)=C/C(=O)O)[C@H](C)CC[C@@]12C | 5 | 0.7 | 1 | 98 | -5 | 10 | 27 | -14 | 1.1 | -5
Cc1ccc(S(=O)(=O)N2CCN(S(C)(=O)=O)CC2)cc1 | 0 | x | x | 79 | 0 | x | x | -1 | x | x
CCOc1ccc(C(=O)NCC(C)CN(C)C)cc1OCC (stereo unspecified) | -11 | 0.9 | 1.1 | 102 | 11 | 5 | 11 | 4 | 1.1 | -5
Cc1ccc(C(=O)NC(N2CCCC2)C(Cl)(Cl)Cl)cc1 (stereo unspecified) | -6 | 0.9 | 1 | 106 | 5 | 2 | 7 | 0 | 1.4 | -3
c1ccc(-c2nnc(-c3ccccc3)o2)cc1 | -163 | 0.9 | 0.6 | 139* | 163* | 2 | 6 | 2 | 4.6* | 41
COc1ccc(OC)c(-n2c(SCC(=O)N3CCc4ccccc43)nc3c(c2=O)SCC3)c1 | 3 | 0.8 | 1 | 98 | -3 | 1 | 24 | -7 | 0.7 | -1
CCSc1nn2c(=O)c3ccccc3nc2s1 | -43 | 0.9 | 0.7 | 131* | 43 | 3 | 12 | 2 | 2.4 | 27
COc1cc(NC(=O)COC(=O)CSc2cc(C)ccc2C)c(C)cc1[N+](=O)[O-] | -5 | 0.9 | 1 | 100 | 5 | -7 | 7 | -5 | 1 | 0
C=CCn1c(=NC(=O)c2sc3ccccc3c2Cl)sc2cc(S(N)(=O)=O)ccc21 | 1 | 0.9 | 1 | 103 | -1 | 14 | 9 | -10 | 1.1 | -1
CC(=O)Cn1c(CN2CCCCC2)nc2ccccc2c1=O | 11 | 1.2 | 1.1 | 97 | -11 | 7 | -15 | 8 | 1 | -5
O=Cc1ccc(-n2cc(C=O)c3ccccc32)cc1 | 8 | 0.9 | 1.1 | 104 | -8 | 7 | 13 | -2 | 1.1 | -10
Cc1nn(C(=O)c2ccco2)c(C)c1Sc1ccccc1 | 5 | 0.8 | 1 | 98 | -5 | 11 | 16 | -4 | 1.1 | -2
COc1ccc(O)c(/C=c2/sc3nc4cc(C)c(C)cc4n3c2=O)c1 | -1 | 0.8 | 0.9 | 101 | 1 | 11 | 22 | 2 | 1 | 6

From PubChem
